NPC1 prom act: activates the NPC1 promoter; Huh7 NPC1 promoter luciferase reporter, 24 h; 320,000 tested, 2.4% active; Potency, µM (top dose mostly 9.22 µM), for inactives: at the top dose activation, usual class: activators;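 also: % of control where 0% means no effect; nearly all actives have a fitted effect of over 60% in size; reporter is driven by a mutant NPC1 promoter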
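Stably transfected Huh7 (NPC1 promoter→luciferase), 1500 cells/well in Opti-MEM + 10% FBS, 2 h settle, then compound 24 h at 37 °C. Luminescence after 10 min with Amplite reagent.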
RORg inh: ROR gamma (mouse) transcription inhibition; P51450; Drosophila S2 Gal4-RORgamma UAS-luciferase reporter, 20 h; Potency, µM (titrated, usually from 53.6 µM), inactives show top-dose activity change, negative = inhibition, usual class: inhibitors; 310,000 tested, 5.4% active; AID 2551; also: % is scaled to controls: 0 for no effect and ±100 for the full control effect; nearly all actives have a fitted effect of over 60% in size
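Compounds are pin-transferred onto Drosophila Schneider cells expressing a copper-inducible Gal4–ROR gamma transactivation domain fusion. After 1 hr, copper sulfate is added to 700 uM final; luciferase is read 20 hr later.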
Rab9 prom act: Rab9 promoter activation; Potency, µM (doses to about 9.22 µM), without a hit: at the highest dose activation, negative = inhibition, usual class: activators; 320,000 tested, 2.8% active; Huh7 Rab9 promoter-luciferase reporter, luminescence, 24 h; AID 485297; also: % of control where 0% means no effect; nearly all actives have a fitted effect of over 60% in size
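Luminescence read-out: Huh7 cells stably expressing Rab9-luciferase, treated 24 h with compound at 37 °C, then lysed with luciferase reagent for 10 min at ambient before reading.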
p53 reactivation: mutant p53 re-activation in reporter cells; H1299 p53-A138V BP100-luciferase reporter, luminescence, 24 h; Potency, µM (top dose mostly 92.2 µM), without a hit: at the top dose activity change, positive = activation, actives largely listed as activators; 320,000 tested, 0.063% active; AID 504706; also: % of control where 0% means no effect; nearly all actives have a fitted effect of over 45% in size
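H1299 (p53-null), stable ts p53-A138V + BP100-Luc; 1000 cells/well, Opti-MEM/10% FBS; cpd 4 pt, 1:5; 24 h, 37 deg C, 5% CO2; detection reagent 10 min RT; luminescence.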
FLuc counter: inhibits or activates purified firefly luciferase, miR-21 counter-screen. P08659. purified FLuc, Km substrates, luminescence inhibition. Potency, µM (titrated, usually from 57.5 µM), without a hit: top-dose activity change, negative = inhibition, usual class: inhibitors. 360,000 tested, 6.9% active. AID 588342;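 also: plate controls were vehicle for no effect and reference inhibitor for full effect; nearly all actives have a fitted effect of over 55% in size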
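Biochemical qHTS of compounds, final roughly 60 µM downward over six points, against 10 nM purified firefly luciferase using Km concentrations of substrates (10 uM D-luciferin, 10 uM ATP) in Tris acetate pH 7.5 buffer; luminescence output.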
uPA surface inh: blocks generation of uPA at the cell surface; AID 540303; Potency, µM (doses to about 38.3 µM), without a hit: at the highest dose activity change, negative = inhibition, hits mostly inhibitors; 330,000 tested, 0.31% active; cell surface uPA generation assay, qHTS; active = well fitted inhibition curve with a large enough effect; inconclusive = small, poorly fitted or top-dose-only effect; inactive = no such curve, though single readings can be large or run the other way; tested in mouse RAW 264.7 cells; also: % is scaled to controls: 0 for no effect and ±100 for the full control effect; nearly all actives have a fitted effect of over 55% in size
BRCA1 expr act: increases BRCA1 expression | MCF7-BRCA1-FFLuc reporter, luminescence, 48 h; response scale: scaled: vehicle 0%, 10 µM genistein 100% | Potency, µM (highest dose often 46.1 µM), inactives show top-dose activation, actives largely listed as activators | 380,000 tested, 1.1% active; also: nearly all actives have a fitted effect of over 80% in size; some results filed as inactive show a strong effect at the top dose
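MCF7 cells carrying a BRCA1-firefly luciferase reporter (2000 cells/well, phenol-red free MEM) were attached for 2 h at 37 °C, then given compounds for 48 h. Luminescence was read 15 min after luciferase reagent; activity normalized to genistein (10 microM) and DMSO.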
MBNL1 CUG block: MBNL1-poly(CUG) RNA binding inhibition; 280,000 tested, 0.036% active; TR-FRET MBNL1-His/biotin-(CUG)12 binding, 665/545 ratio; AID 2675; Potency, µM (highest dose often 57.5 µM), for inactives: at the top dose activity change, negative = inhibition, most hits filed as inhibitors; active = well fitted inhibition curve with a large enough effect in the signal ratio, with a control signal flat, not every such curve was filed as active; inconclusive = small, poorly fitted or top-dose-only effect, or effect the other way, or a change in a side signal; inactive = no such curve, though single readings can be large or run the other way; the % refers to the signal ratio; also: % is scaled to controls: 0 for no effect and ±100 for the full control effect
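Compounds (final 92 nM to 58 uM) are added to His-tagged MBNL1 and biotin-(CUG)12, then terbium anti-His antibody and streptavidin-XL665 (5 nM final). After 60 min at room temperature, the 665/545 nm ratio is read.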
ELG1 genotox: inducers of genotoxicity in HEK293T ELG1-luciferase cells. HEK293T ELG1-luciferase reporter, luminescence, 16 h. Potency, µM (doses to about 46 µM), without a hit: at the highest dose activity change, positive = activation, actives largely listed as activators. 330,000 tested, 1.3% active; also: % of control where 0% means no effect; nearly all actives have a fitted effect of over 60% in size
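ELG1-luciferase HEK293T cells, 2,000/well; compound pinned in; 16 hr, 37 °C, 5% CO2; ONE-Glo, 30 min RT; luminescence on CCD imager.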
CXXC DNA block: blocks binding of human MLL CXXC domain to DNA | Q03164 | 290,000 tested, 0.037% active | MLL-CXXC / FITC-HOXA9 DNA fluorescence polarization | Potency, µM (doses to about 115 µM), inactives show at the highest dose activity change, negative = inhibition, usual class: inhibitors | AID 2662; active = well fitted inhibition curve with a large enough effect in the polarisation, with a control signal flat, not every such curve was filed as active; inconclusive = small, poorly fitted or top-dose-only effect, or effect the other way, or a change in a side signal; inactive = no such curve, though single readings can be large or run the other way; the % refers to the polarisation
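Fluorescence polarization: 7 uM MLL-CXXC (stock) preincubated 5 min with compounds, then 50 nM fluorescein-HOX-A9 DNA (stock) added; 30 min ambient. Buffer 50 mM Tris-HCl pH 7.5, 50 mM NaCl, 1 mM DTT, 0.05% BSA.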
Gal4-VP16 FLuc: Gal4-VP16 reporter inhibition counter-screen; Drosophila S2 Gal4-VP16 UAS-luciferase, luminescence, 20 h; Potency, µM (titrated, usually from 53.6 µM), without a hit: at the highest dose activity, negative = inhibition, most hits filed as inhibitors; 310,000 tested, 3.5% active; AID 2546;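 also: Gal4-VP16 expression switched on by copper sulfate through the metallothionein promoter; % is scaled to controls: 0 for no effect and ±100 for the full control effect; nearly all actives have a fitted effect of over 50% in size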
* = called active by the depositor; ? = inconclusive; · = not tested or not shown; & = joins results of further samples; [ ] = dose if it differs, or a comment. Unless noted, calls follow the shape of the dose curve; as a rule, active = well fitted curve in the direction sought with a large enough effect; inconclusive = small, poorly fitted or top-dose-only effect, or another doubt; inactive = no such curve, though single readings can be large; an effect the other way counts as inactive or inconclusive. Potency is read from the fitted curve at half-maximal effect. These rows are one share of the data (hit frequency here may not be typical).

SMILES	NPC1 prom act	RORg inh	Rab9 prom act	p53 reactivation	FLuc counter	uPA surface inh	BRCA1 expr act	MBNL1 CUG block	ELG1 genotox	CXXC DNA block	Gal4-VP16 FLuc
CC(C)Cc1ccc(C(C)C(=O)Nc2nccs2)cc1 (configuration not stated)	1%	13µM*	-3%	-8%	2%	11%	-26%	7%	-2%	7%	?
COc1cccc(N2CCN(C3CCCC(C)C3)CC2)c1 (configuration not stated)	0%	29%	-8%	2%	-2%	·	10%	8%	1%	10%	-4%
CCCCn1c(NC(=O)C2CCCCC2)nc2ccccc21	-3%	1.3µM*	-2%	12%	6%	-7%	-42%	3%	-5%	3%	2.8µM*
O=C(Nc1ccccc1Cl)c1csc(-c2cccnc2)n1	2.8µM*	12%	2.8µM*	?	12µM*	?	24%	-3%	18%	0%	-14%
O=C(Nc1ccc(F)cc1)c1cccc2ccccc12	20%	14%	3%	-42%[inhibitor]	?	-13%	-20%	-2%	7%	4%	23%
COc1ccc(-c2nn(-c3ccccc3)cc2C(=O)NC2CC2)cc1	-1%	·	-2%	-3%	-19%	?	7%	·	3%	·	·
CCOc1cc([C@H]2[C@@H]3CCCC[C@]3(O)CCN2CC(=O)NCc2ccco2)ccc1O	-3%	-9%	6%	-2%	4%	2%	-7%	2%	0%	-10%	-7%
COc1ccc(CCNC(=O)c2ccc3c(c2)N(Cc2ccc(C)cc2)CCS3)cc1OC	6%	8%	-2%	-4%	2%&-6%	7%	-35%	?	-13%	2%	1%
CC1CCCCN1C(=O)C(=O)c1cn(CC(=O)N2CCCC2)c2ccccc12 (configuration not stated)	1%	-1%	-4%	-9%	0%	-4%	-2%	-3%	0%	-18%	?
CC(C(=O)NCc1ccccc1Cl)n1cc([N+](=O)[O-])cn1 (configuration not stated)	0%	0%	0%	0%	-6%	0%	-3%	3%	0%	5%	-19%
CCN(CC(=O)NC1CCS(=O)(=O)C1)S(=O)(=O)c1ccc(F)cc1 (configuration not stated)	-2%	2%	1%	-7%	2%	-1%	-4%	-21%	-2%	0%	-1%
OC(c1ccccc1)c1nccc2ccccc12 (configuration not stated)	-2%	13µM*	3%	-4%	-13%	5%	65%	3%	0%	25%	-11%
COCCOC(=O)C1=C(C)NC(=O)NC1c1c(Cl)nc2ccccn2c1=O (configuration not stated)	-4%	2%	-5%	-11%	1%	14%	-10%	3%	2%	9%	3%
CN(Cc1ccccc1)Cc1c(O)ccc2ccccc12	-1%	-19%	0%	·	27µM*	-2%	-1%	9%	-3%	33%[activator]	-6%
COc1ccc(CCNC(=O)c2ccc(N3CCCC3=O)cc2)cc1	1%	-26%	-4%	-2%	-24%	0%	12%	-3%	0%	19%	1%
CCOC(=O)C1=C(C)N(CC)C(=S)NC1c1ccccc1OC(F)F (configuration not stated)	-7%	2µM*	-1%	-2%	6%	-1%	-14%	3%	-7%	-33%	?
CC(=O)c1ccc(NC(=O)CN2CCN(c3ncccn3)CC2)cc1	-4%	12%	-2%	0%	12%	-6%	-21%	-2%	3%	-4%	5%
Fc1cccc2ncnc(OCc3ccccc3)c12	7%	-2%	7%	-5%	-4%	7%	8%	-4%	6%	4%	7%
COc1ccc(/C(C)=N/N2C(C)CCCC2C)c(OC)c1 (configuration not stated)	-5%	13µM*	-7%[1.84 µM]	1%	1%	0%	-16%	-2%	-7%	-4%	?
COc1cc2c(cc1NC(=O)COC(=O)C(CCSC)NC(=O)c1ccccc1Cl)oc1ccccc12 (configuration not stated)	0%	10µM*	4%	?	-19%	1%	-8%	·	15%	5%	?
CC(=O)Nc1ccc(S(=O)(=O)N[C@@H](C)C(=O)N2CCN(C/C=C/c3ccccc3)CC2)cc1	0%	·	-6%	-9%	·	9%	-10%	·	-5%	·	·
CC(C)c1ccccc1NC(=O)c1cnccn1	2%	-3%	-1%	4%	-1%[2.3 µM]	·	-6%	1%	0%	-1%	-1%
O=C(CCCO)N/N=C/c1ccccc1[N+](=O)[O-]	-1%	-2%	-1%	-6%	-1%	1%	27%	?	-1%	-4%	-5%
Cc1ccc(S(=O)(=O)N2CCNC(=O)C2)c(C)c1	-13%	·	0%	8%	-1%	-7%	-6%	·	3%	·	·
O=C(N/N=C/c1ccc(O)cc1)NC12CC3CC(CC(C3)C1)C2	-3%	4%	5%	10%	-5%	-7%	1%	-1%	-1%	18%	-8%

3 entries from above, sorted by their value in NPC1 prom act, highest first:
SMILES	NPC1 prom act
CC(=O)Nc1ccc(S(=O)(=O)N[C@@H](C)C(=O)N2CCN(C/C=C/c3ccccc3)CC2)cc1	0%
CN(Cc1ccccc1)Cc1c(O)ccc2ccccc12	-1%
CCOC(=O)C1=C(C)N(CC)C(=S)NC1c1ccccc1OC(F)F (configuration not stated)	-7%

(continued)
SMILES	NPC1 prom act	RORg inh	Rab9 prom act	p53 reactivation	FLuc counter	uPA surface inh	BRCA1 expr act	MBNL1 CUG block	ELG1 genotox	CXXC DNA block	Gal4-VP16 FLuc
CCOC(=O)C(NC(=O)CC)(Nc1sc(C)c(CC)c1C#N)C(F)(F)F (configuration not stated)	0%	35%	2%	0%	3%	17%	-42%	-1%	-2%	16%	-5%
CCc1ccc(-c2nc(SCC(=O)N(CCOC)c3c(N)n(Cc4ccccc4)c(=O)[nH]c3=O)n[nH]2)cc1	0%	8%	13%	20%	2.7µM*	-4%	7%	-4%	10%	-1%	-14%
Cc1ccc(CN2CC(C(=O)NC3CCCC(C)C3C)CC2=O)cc1 (configuration not stated)	-4%	·	-3%	-15%	-2%	10%	-1%	·	0%	·	·
CCC1CCC(C(=O)NNC(=O)c2cc(-c3ccco3)[nH]n2)CC1 (configuration not stated)	-4%	-27%	2%	-1%	-6%	-15%	-7%	-4%	-9%	0%	-17%
CC(=O)C1=C(O)C(=O)N(c2ccccn2)C1c1cccc(F)c1 (configuration not stated)	-1%	-5%	0%	4%	-1%	?	70%	28%	2%	0%	25%
CCOc1ccccc1C(=O)Nc1nn[nH]n1	-5%	-11%	11%	-1%	2%	1%	-16%	0%	-6%	-3%	7%
O=c1cc(CSc2nnc(C3CC3)n2Cc2ccccc2)nc2sccn12	-1%	30%	-2%	0%	-1%	9%	3%	2%	0%	-3%	-3%
O=C(Nn1c(-c2ccccc2)nc2ccccc2c1=O)c1ccc([N+](=O)[O-])cc1	-2%	-1%	-3%	-10%	0%	-2%	-27%	?	1%	-3%	-12%
Cc1cccc(C)c1NC(=O)CNC(=O)C1COc2ccccc2O1 (configuration not stated)	1%	·	2%	-7%	4%	8%	3%	·	-1%	·	·
COc1ccc(/C(C)=C2/SC(=S)N(CCC(=O)O)C2=O)cc1	0%	-19%	3%	0%	-1%	·	1%	?	-4%	18%	8%
O=C(NCc1ccccc1)c1nnc(CS(=O)(=O)c2ccccc2)o1	-3%	15%	4%	·	-1%	14%	-5%	1%	6%	·	2%
O=S(=O)(NCc1cc(-c2ccc(Cl)cc2)no1)c1ccccc1	2%	38%	1%	3%	3%	3%	-17%	0%	3%	-3%	-6%
Cc1cc(=O)oc2cc(NC(=O)C(C)Oc3ccc(F)cc3)ccc12 (configuration not stated)	-1%	·	-2%	-1%	1%	2%	13%	·	8%	·	·
COc1ccc2c(c1)c1ncn(Cc3ccc(F)cc3)c(=O)c1n2C	-7%	40%	-7%	-3%	1%	4%	-27%	19%	-6%	-15%	1%
COC(=O)[C@@H](Cc1ccccc1)NC(=O)NCCc1c[nH]c2ccccc12	-9%	?	-3%[1.84 µM]	-2%	1%	5%	-15%	-5%	-4%	5%	0%
CC1=C(C(=O)Nc2cc(C(=O)N3CCN(c4cccc(C)c4C)CC3)ccc2C)SCCO1	-7%	29%	-2%	-1%	2%	-9%	-42%	-3%	-17%	7%	0%
Cc1nc(NCc2ccccc2)[nH]c(=O)c1CCC(C)C	5%	7%[0.365 µM]	-8%	-2%	12%	13%	-33%	-13%	0%	-7%	·
CSCC[C@H](NS(=O)(=O)c1ccc(C(C)=O)cc1)c1nnc2ccccn12	-5%	0%	-4%	3%	1%	4%	-5%	-5%	0%	4%	-1%
COC(=O)[C@@H](NC(=O)Nc1ccc2c(c1)OCCO2)C(C)C	0%	21%	2%	0%	-7%	-1%	-13%	-3%	3%	9%	0%
Cn1c(N/N=C2\CCCc3ccccc32)nc2c1c(=O)n(Cc1ccccc1)c(=O)n2C	-1%	1%	-4%	-7%	2%	-2%	-42%	?	-6%	8%	0%
COc1ccccc1N1CCN(/N=C\c2sccc2C)CC1	25%	26%	?	13%	?	-1%	?	0%	?	-3%	-6%
